# High-throughput results from PubChem BioAssay.
# 12-LOX inh = ALOX12 (human) lipoxygenase inhibition; P18054; purified 12hLO, xylenol orange hydroperoxide absorbance; Potency, µM (doses to about 108 µM), without a hit: top-dose activity change, negative = inhibition, actives largely listed as inhibitors; 1.1% of 580,000 active; further: on the % scale 0 is the no-effect control and ±100 the full control effect
#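 Purified human 12hLO at 150 nM in 25 mM Hepes, 0.01% Triton X-100, pH 7.0, preincubated 15 min at room temperature with compound. Reaction started with 40 uM arachidonic acid, 30 min at room temperature. Hydroperoxide measured by Fe-xylenol orange, 573/405 nm absorbance ratio.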
# RGS4 inhibitor = inhibitors of human regulator of G protein signaling 4; P49798; Transcreener GDP fluorescence polarization, RGS4-accelerated GTP hydrolysis; Potency, µM (top dose mostly 114 µM), for inactives: top-dose activity change, negative = inhibition, actives largely listed as inhibitors; 0.039% of 390,000 active; AID 504845; further: on the % scale 0 is the no-effect control and ±100 the full control effect; nearly all actives have a fitted effect of over 75% in size; some results filed as inactive show a strong effect at the top dose
#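 MLSMR compounds (23 nl, pin-transferred) preincubated 10 min at room temperature with a 500nM (2x) first reagent, then RGS4 at 900nM (2x) plus Transcreener GDP mix added; fluorescence polarization (620/688 nm) read before and after 90 min at 30 °C.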
# ERG-DNA inh = inhibitors of human ERG Ets domain-DNA interaction; P11308; fluorescence polarization, His-ERG Ets domain / labelled DNA; Potency, µM (top dose mostly 76.9 µM), without a hit: top-dose FP activity, negative = inhibition, most hits filed as inhibitors; 0.028% of 370,000 active; AID 624246; active means well fitted inhibition curve with a large enough effect in the polarisation, with a control signal flat; inconclusive means small, poorly fitted or top-dose-only effect, or effect the other way, or a change in a side signal; inactive means no such curve, though single readings can be large or run the other way; the % refers to the polarisation;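 further: polarization taken with two DNA probes labelled with fluorescein and Texas red; % of control where 0% means no effect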
#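 His-tagged ERG Ets domain (1 uM in the protein solution; 300mM KCl, 50mM Tris-HCl, 1mM EDTA, 1mM DTT, pH 7.5) received compound, then a probe mix of 5 nM fluorescein-DNA and 100nM Texas-615-DNA. Fluorescence polarization was read for both dyes.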
# Pin1 inhibitor = blocks the human prolyl isomerase Pin1; Q13526; Pin1 FP peptide displacement, HiFluor488, 10 min; Potency, µM (titrated, usually from 115 µM), without a hit: at the top dose activity, negative = inhibition, usual class: inhibitors; 0.009% of 390,000 active; AID 504891; active means well fitted inhibition curve with a large enough effect in the polarisation, with a control signal flat, not every such curve was filed as active; inconclusive means small, poorly fitted or top-dose-only effect, or effect the other way, or a change in a side signal; inactive means no such curve, though single readings can be large or run the other way; the % refers to the polarisation; further: on the % scale 0 is the no-effect control and ±100 the full control effect
# Target sequence (Q13526 whole entry, looked up): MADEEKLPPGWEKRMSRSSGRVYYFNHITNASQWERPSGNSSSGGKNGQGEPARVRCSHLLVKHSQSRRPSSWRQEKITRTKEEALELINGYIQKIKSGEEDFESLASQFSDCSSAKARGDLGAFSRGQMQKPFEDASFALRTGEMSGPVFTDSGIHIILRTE
# TrxR1 inh = rat TrxR1 inhibition; 1% of 390,000 active; AID 588453; recombinant rTrxR1, NADPH fluorescence consumption, selenite substrate; Potency, µM (highest dose often 114 µM), inactives show at the highest dose activity change, negative = inhibition, most hits filed as inhibitors; O89049; further: on the % scale 0 is the no-effect control and ±100 the full control effect; nearly all actives have a fitted effect of over 65% in size
# Target sequence (O89049 whole entry, looked up): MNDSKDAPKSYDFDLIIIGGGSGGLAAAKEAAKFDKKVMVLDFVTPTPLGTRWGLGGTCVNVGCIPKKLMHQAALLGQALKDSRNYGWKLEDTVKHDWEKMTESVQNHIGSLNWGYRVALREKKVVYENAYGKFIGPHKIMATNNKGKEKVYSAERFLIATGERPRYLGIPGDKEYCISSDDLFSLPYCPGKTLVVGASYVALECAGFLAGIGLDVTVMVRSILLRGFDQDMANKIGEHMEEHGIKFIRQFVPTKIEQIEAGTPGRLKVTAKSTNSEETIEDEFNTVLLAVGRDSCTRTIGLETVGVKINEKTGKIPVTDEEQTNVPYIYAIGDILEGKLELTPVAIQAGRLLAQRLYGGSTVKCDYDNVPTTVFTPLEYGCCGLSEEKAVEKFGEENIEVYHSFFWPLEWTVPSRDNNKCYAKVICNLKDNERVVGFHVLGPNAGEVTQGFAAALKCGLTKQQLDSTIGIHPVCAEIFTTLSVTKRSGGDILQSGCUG
#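 Rat TrxR1 (90 nM in the dispensed reagent) was pre-reduced with 400 uM NADPH for 5 min at room temperature, then incubated with compound for 15 min. After 400 uM selenite was added, NADPH fluorescence (Ex 340/Em 450 nm) was followed for 8 min.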
# GLS inhibitor = blocks human kidney-isoform glutaminase activity. O94925. GLS enzymatic activity, qHTS titration. Potency, µM (top dose mostly 45.5 µM), without a hit: at the highest dose activity change, negative = inhibition, most hits filed as inhibitors. 0.21% of 410,000 active. AID 624170; further: on the % scale 0 is the no-effect control and ±100 the full control effect
#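 Two-point fluorescence kinetic (t0, 30 min RT) for hKGA; glutamate detected via glutamate oxidase–HRP–Amplex Red. Substrate: 1 mM L-glutamine solution; buffer 45 mM KH2PO4, pH 8.2.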
# PGK inhibitor = inhibitors of T. brucei phosphoglycerate kinase | PGK/GAPDH coupled, Kinase-Glo luminescence, 60 min | Potency, µM (highest dose often 57.5 µM), inactives show at the highest dose activity change, negative = inhibition, actives largely listed as inhibitors | 0.043% of 380,000 active | AID 602233; further: on the % scale 0 is the no-effect control and ±100 the full control effect; nearly all actives have a fitted effect of over 60% in size
#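 Luminescent ATP detection (Kinase-Glo Plus) follows a 60-minute room-temperature incubation, with wells lacking PGK as controls. Buffer: 100 mM TEA (pH 7.6), 5 mM MgCl2, 0.01% Tween-20. Coupling enzyme GAPDH (100 nM final) supplies unstable 1,3-BPG in-well.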
# HP1b chromo inh = HP1-beta chromodomain-methylated histone interaction inhibition. P83916. AlphaScreen HP1-beta / biotin-H3K9me3 peptide binding. Potency, µM (series often up to 114 µM), without a hit: top-dose activity change, negative = inhibition, usual class: inhibitors. 0.56% of 390,000 active. AID 540317; further: nearly all actives have a fitted effect of over 70% in size; inactives centre near 23
# Target sequence (P83916 whole entry, looked up): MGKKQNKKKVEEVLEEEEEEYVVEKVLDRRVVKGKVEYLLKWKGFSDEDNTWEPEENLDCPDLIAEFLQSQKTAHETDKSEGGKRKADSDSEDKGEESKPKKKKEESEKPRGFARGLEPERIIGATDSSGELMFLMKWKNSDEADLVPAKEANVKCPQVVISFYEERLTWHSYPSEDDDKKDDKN
#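 AlphaScreen: HP1-beta (50 nM) preformed 30 min with biotin-H3(1-18)K9me3 peptide (50 nM) in PBS pH 7.4, 0.01% Tween-20. Compound added for 30 min at RT, then streptavidin donor/nickel chelate acceptor beads (10 ug/mL) for 30 min.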
# JMJD2A Tudor = JMJD2A Tudor domain (human) inhibition; O75164; AlphaScreen JMJD2A-Tudor / H3K4me3 peptide binding; Potency, µM (top dose mostly 114 µM), inactives show at the highest dose activity change, negative = inhibition, usual class: inhibitors; 4.4% of 390,000 active; AID 504339; further: on the % scale 0 is the no-effect control and ±100 the full control effect; nearly all actives have a fitted effect of over 50% in size
# An asterisk follows results filed as active; i = inactive; ? = inconclusive; / = no result given; & = joins results of further samples; [ ] = remark or other dose. Unless noted, the call rests on the fitted dose curve; in most records, active means well fitted curve in the direction sought with a large enough effect; inconclusive means small, poorly fitted or top-dose-only effect, or another doubt; inactive means no such curve, though single readings can be large; an effect the other way counts as inactive or inconclusive. Potency means the concentration at half of the fitted maximal effect.
SMILES	Pin1 inhibitor	PGK inhibitor	TrxR1 inh	HP1b chromo inh	RGS4 inhibitor	JMJD2A Tudor	GLS inhibitor	ERG-DNA inh	12-LOX inh
Cc1ccc(C)c(N2CCN(S(=O)(=O)c3ccc(-c4coc(C)n4)cc3)CC2)c1	4%	-14%	21%[57.1 µM]	8%[57 µM]	-19%	-30%	-9%	0%	?
CC(=O)Nc1cccc(NC(=O)CS(=O)(=O)c2cn(CC(=O)N3CCCC3)c3ccccc23)c1	-9%	6%	?	39%[activator]	-10%	1%	8%	4%	3%
COc1ccc(N(C(=O)c2cccnc2)S(=O)(=O)c2ccc(F)cc2)cc1	4%	-3%	6%[57.1 µM]	55%[activator]	11%	-5%	3%	10%	33%
COc1ccc(NCC(O)Cn2cnc3c2c(=O)n(C)c(=O)n3C)cc1 (stereo not given)	4%	-3%	-12%	0%	-3%	-26%	42%[activator]	-1%	-4%
CCCCCCc1nnc(NC(=O)OCC)s1	-10%	i	3%[57.1 µM]	20%	-2%	-17%	3%	3%	-21%
CCN1CCc2c(sc(NC(=O)c3ccc(S(=O)(=O)N(C)c4ccccc4)cc3)c2C(=O)NC)C1	?	-6%	-6%	6%	?	-15%	4%	-4%	/
CCOC(=O)Cn1cc(/C=N/NC(=O)c2ccc(C#N)cc2F)c2ccccc21	-5%	i	7%[57.1 µM]	20%	15%	-26%	-13%	-5%	21%
C=CCNC(=S)NNC(=O)COc1cccc(Cl)c1	-19%	4%	-2%	17%	-31%	-7%	4%	-3%	0%
COc1ccc(CNC(=O)CNC(=O)CNS(=O)(=O)c2ccc(C)c(C)c2)cc1	4%	-2%	10%[57.1 µM]	13%	-4%	-15%	5%	2%	-12%
Nc1nc(NC(=O)c2ccc(F)cc2)ns1	-5%	-10%	-5%	19%	?	?	11%	-3%	4%
O=C(NC(=S)NCCc1ccccc1)C1CCCCC1	7%	8%	-14%	57%[activator]	-5%	9%	17%	1%	?
Cc1sc2nc(CSc3ccccc3)nc(N3CCN(C)CC3)c2c1C	1%	0%	3%	-34%	35%	?	4%	-12%	7%
O=C(NCC1CCCO1)C1CCCN(Cc2cnn(-c3ccccc3)c2-n2cccc2)C1 (stereo not given)	0%	-4%	-12%	11%	9%	-6%	-4%	9%	-3%
CCOc1cc(CN2CCCC(N3CCN(c4ccc(F)cc4)CC3)C2)ccc1OC (stereo not given)	-9%	-5%	10%	30%	-43%	-20%	27%	-1%	5%
CCCOc1ccc(-c2c(=O)n(OCc3ccc([N+](=O)[O-])cc3)c3ccccc3[n+]2[O-])cc1	10%	-6%	18%	16%	-3%	-9%	10%	2%	2%
Clc1ccccc1Nc1nc(-c2cccnc2)cs1	-3%	i	25%	-16%	10%	-25%	0%	-5%	10%
O=C(Nc1ccc(S(=O)(=O)Nc2ncccn2)cc1)C1CC(=O)N(c2ccc(Cl)cc2)C1 (stereo not given)	1%	-2%	15%[57.1 µM]	33%	-8%	2%	-15%	7%	3%
Fc1cccc(Cl)c1CSC1=NCCS1	-15%	i	12%	205%[activator]	-35%	60%[activator]	-3%	10%	?
Cc1cc(C)n2nc(C(=O)Nc3ccc4c(c3)OCCO4)nc2n1	4%	-1%	43%[activator]	20%	8%	-9%	6%	1%	15%
O=C(O)c1cnc(-c2ccccc2)nc1-c1ccccc1	-3%	-3%	2%	28%	-9%	-15%	0%	1%	-1%
COc1ccc(C)cc1NC(=O)C(c1ccccc1)N1CCN(CC(=O)NC2CC2)CC1 (stereo not given)	0%	i	2%	18%	-18%	-18%	-10%	100%[activator]	-15%
CN(C)C(=O)c1ccc(NC(=O)c2cc(-n3cnnc3)ccc2Cl)cc1	5%	1%	4%	?	?	?	11%	-3%	17%
COC(=O)c1oc2ccccc2c1NC(=O)CN1CCCC1	-13%	0%	18%	25%	-4%	-22%	0%	/	3%
COc1ccccc1NC(=O)c1c[nH]c2ccccc12	-7%	-2%	10%	15%	-17%	-23%	-14%	-6%	0%

# At a glance, 8 of the compounds above:
SMILES	Pin1 inhibitor	PGK inhibitor	TrxR1 inh	HP1b chromo inh	RGS4 inhibitor	JMJD2A Tudor	GLS inhibitor	ERG-DNA inh	12-LOX inh
Clc1ccccc1Nc1nc(-c2cccnc2)cs1	-3%	i	25%	-16%	10%	-25%	0%	-5%	10%
O=C(Nc1ccc(S(=O)(=O)Nc2ncccn2)cc1)C1CC(=O)N(c2ccc(Cl)cc2)C1 (stereo not given)	1%	-2%	15%[57.1 µM]	33%	-8%	2%	-15%	7%	3%
Fc1cccc(Cl)c1CSC1=NCCS1	-15%	i	12%	205%[activator]	-35%	60%[activator]	-3%	10%	?
Cc1cc(C)n2nc(C(=O)Nc3ccc4c(c3)OCCO4)nc2n1	4%	-1%	43%[activator]	20%	8%	-9%	6%	1%	15%
O=C(O)c1cnc(-c2ccccc2)nc1-c1ccccc1	-3%	-3%	2%	28%	-9%	-15%	0%	1%	-1%
COc1ccc(C)cc1NC(=O)C(c1ccccc1)N1CCN(CC(=O)NC2CC2)CC1 (stereo not given)	0%	i	2%	18%	-18%	-18%	-10%	100%[activator]	-15%
CN(C)C(=O)c1ccc(NC(=O)c2cc(-n3cnnc3)ccc2Cl)cc1	5%	1%	4%	?	?	?	11%	-3%	17%
COC(=O)c1oc2ccccc2c1NC(=O)CN1CCCC1	-13%	0%	18%	25%	-4%	-22%	0%	/	3%

# Later entries.
SMILES	Pin1 inhibitor	PGK inhibitor	TrxR1 inh	HP1b chromo inh	RGS4 inhibitor	JMJD2A Tudor	GLS inhibitor	ERG-DNA inh	12-LOX inh
CC1CCC(NC(=O)c2nc(Cn3ccc([N+](=O)[O-])n3)no2)CC1 (stereo not given)	-3%	-8%	29%[57.1 µM]	6%	-14%	-9%	3%	-3%	-4%
O=C(O)c1cc(-c2ccc3c(c2)OCO3)nc2ccccc12	1%	-4%	5%	25%	-13%	-17%	-5%	-1%	?
CC(=O)N1CCc2c(sc(NC(=O)C3CCCN3S(=O)(=O)c3cccs3)c2C(N)=O)C1 (stereo not given)	?	i	-13%	9%	-2%	-16%	-8%	4%	-28%
C#CCOCCOCCOCCNc1nc(N2CCN(C(=O)[C@H](CCCCN)n3cc(CN)nn3)CC2)nc(N2CCN(C(=O)[C@H](CO)n3cc([C@@H](N)C(C)C)nn3)CC2)n1	9%	5%	-11%[57.1 µM]	46%[activator]	-3%	-32%	-4%	14%	-23%
Cc1sc2ncnc(NCc3cccs3)c2c1C	1%	2%	19%	46%[activator]	-20%	13%	4%	11%	1%&-5%
CCN1CCN(C(=O)CN(C)S(=O)(=O)c2ccc3ccccc3c2)CC1	-1%	0%	8%	27%	3%	-2%	-12%	-3%	?
O=C(Nc1ccccc1Cl)NC1(C(=O)NCC2CCCO2)CCCCC1 (stereo not given)	1%	-2%	11%	21%	4%	6%	-3%	8%	4%
Cc1nc2ccc(C(=O)c3ccccc3)cc2[nH]1	0%	0%	-17%	34%	-22%	-18%	-13%	-11%	1%
CCC(=O)CCC(=O)c1ccc2ccccc2c1	0%	i	3%	30%	19%	15%	11%	13%	-10%
O=C(Nc1ccccn1)c1cc(-c2ccc(Cl)s2)nc2ccccc12	29%	i	52%[activator]	66%[activator]	-36%	22%	-1%	-2%	2%
CC(C)Oc1ccc(C(=O)Nc2nonc2-c2ccc(OC(C)C)cc2)cc1	0%	i	10%	9%	5%	-28%	-7%	-2%	-7%
Cc1cc([N+](=O)[O-])ccc1NC(=S)NC(=O)C(c1ccccc1)c1ccccc1	6%	-1%	16%[57.1 µM]	-20%	-12%	?	-2%	-4%	-25%
O=C1c2ccccc2C(O)N1c1ccccc1 (stereo not given)	-4%	-6%	6%[57.1 µM]	36%	13%	-10%	6%	1%	14%
COc1ccccc1CNC(=O)CCCn1nc(C)c2sc3ccccc3c2c1=O	13%	i	28%	23%	3%	-12%	-4%	-1%	-10%
COc1cc(/C=N/n2nnnc2N)ccc1O	?	-6%	-9%	39%	-6%	-8%	34%[activator]	1%	?
CCN1CCN(CC(=O)Nc2cccc(C)c2)C(=O)C1=O	1%	-3%	59%[activator]	41%[activator]	-13%	-6%	-6%	-12%	-2%[57.4 µM]
COc1ccc(C(=O)Nc2ccccc2C(=O)N2CCOCC2)cc1OC	3%	-7%	12%	-1%	-18%	-11%	3%	8%	-4%
N#Cc1c(-c2cccc(Cl)c2)[nH]c(=S)[nH]c1=O	-5%	-4%	-21%	3%	-40%	-28%	-8%	-3%	?
CCN(CC)CCCNC(=S)N(CCO)Cc1cc2cc3c(cc2[nH]c1=O)OCO3	1%	-13%	0%	13%	20%	-1%	2%	-13%	0%
Cc1ccc(NC(=O)C(=O)NCC2(c3ccccc3)CCCC2)cc1Cl	-9%	-1%	21%	17%	5%	-19%	-10%	1%	-3%
Cc1cc(NC(=S)Nc2ccccc2)ccc1Br	8%	-10%	-28%[57.1 µM]	6%	-34%	-11%	12%	-7%	?

# Some of the compounds tested; rates above refer to the full screens.
